Hep lipid drop: modulators of hepatic lipid droplet formation | AML12 mouse hepatocytes, oleate lipid droplets, BODIPY imaging | inhibition, % at 6.5 µM | actives 0.4% (n = 240,000) | AID 1656;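 active = lipid droplet intensity inhibited by at least 50%, with more than 500 cells counted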
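Assay system: AML12 hepatocytes (mouse); Probe or stimulus: oleic acid at 100 µM to induce lipid droplet formation; Dosing: compound at 6.5 µM only; Schedule: compound with oleate, overnight; Detection: fluorescence imaging, 20x objective, two fields per well; Measure: % inhibition of lipid droplet signal.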
T cell HTS: modulates CD8 T cell binding to vesicles | actives 0.068% (n = 330,000) | calls only at 7 µM | AID 2052 | 2C CD8+ T cell-vesicle binding, flow cytometry; active compounds read low;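 active = response, share of CD8 T cells binding vesicles, and their 90th percentile fluorescence all below set limits, cut at about 80% in these data, passing the limit was not always enough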
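System: murine 2C transgenic CD8+ T lymphocytes; also added: QL9-loaded Drosophila micro-vesicles; times: binding 1.5 h at 37 °C; measured by: flow cytometry, PE anti-B7-1 (FL2) versus Alexa647 anti-CD8 (FL8), PFA-fixed; control set: Peptide-free naked vesicles (low) and QL9 vesicles with 0.7% DMSO vehicle (high)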
Salmonella PhoP GFP: PhoP-dependent GFP reporter repression – Salmonella Typhimurium, primary screen (AID 1863); S. Typhimurium PhoP-regulated promoter GFP reporter, 4 h; higher % means a stronger effect; inhibition, % at 50 µM, or IC50 in µM where a hit was titrated; actives 0.16% (n = 300,000);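 active = inhibition over 29.93%, a cutoff 3 SD above the screen mean, later confirmed by dose response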;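 note: 0% = low Mg2+ inducing control and 100% = high Mg2+ repressing control; strong numbers were not always called active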
Hep lipid drop cells 6.5 µM: also measured in Hep lipid drop; calls as there; cell count; measured here: cell count, cytotoxicity flag;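 cells counted across two imaged fields per well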
T cell HTS vesicle-bound %: also measured in T cell HTS; calls as there; double positive events, %; measured here: CD8+ vesicle-bound cell fraction;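 binding gate set so that unloaded-vesicle control wells show 10% double positive cells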
* = called active by the depositor; i = inactive. Only part of the results is shown; count on the stated rates, not on these rows.

entry	canonical_smiles	Hep lipid drop	Hep lipid drop cells 6.5 µM	T cell HTS	T cell HTS vesicle-bound %	Salmonella PhoP GFP
1	CCCn1ncc(CN2CCC(n3nccc3NC(=O)c3ccccc3Cl)CC2)c1C	13	828	i	69	-8%
2	COc1ccc(N(CC(=O)NCCSC2CCCCC2)S(=O)(=O)c2ccccc2)c(OC)c1	2	671	i	19	14%
3	Cc1cc(-n2nc3ccccc3n2)c(O)c([N+](=O)[O-])c1	-2	833	i	46	3%
4	Cc1ccccc1NC(=S)NC(=O)Cc1ccc(Cl)cc1	-2	805	i	40	-1%
5	CCc1ccc2[nH]c(=O)c(Cc3ccccc3)c(O)c2c1	-2	817	i	49	-3%
6	NCC(c1ccc(Cl)cc1Cl)c1c[nH]c2ccccc12 (stereo not drawn)	-36	795	i	12	20%
7	COc1ccc(OCc2nn[nH]n2)cc1	2	801	i	65	-6%
8	C#CCn1c(O)c(N=NC(=O)CNC(=O)c2cccnc2)c2ccccc21	0	690	i	6	-4%
9	C/C(Cl)=C/Cn1c(N2CCCC2)nc2c1c(=O)[nH]c(=O)n2C	-5	826	i	60	5%
10	Cc1ccc(NC(=O)Cn2nc(C(=O)Nc3ccc(C)cc3)ccc2=O)cc1	-33	659	i	28	-2%
11	COc1cc(/C=C(\C#N)C(=O)Nc2ccccc2)ccc1OCCN1CCOCC1	-2	767	i	8	-5%
12	CCCN(CC(=O)Nc1ccc(C(N)=O)cc1)CC(=O)Nc1ccc(F)c(F)c1F	5	824	i	53	5%
13	Cn1c(=O)c2sccc2n(Cc2ccccc2)c1=O	7	825	i	59	1%
14	COc1ccc(N2CCN(S(=O)(=O)CCNC(=O)c3ccc(Br)o3)CC2)cc1	4	706	i	3	0%
15	O=C(Nc1ccccc1N1CCOCC1)c1ccc2c(c1)OCCO2	-26	819	i	67	-3%
16	Cc1ccc(S(=O)(=O)N2CCN(C(=O)CCn3cncn3)CC2)cc1	14	930	i	35	15%
17	CC1CCN(C(=O)c2ccc(NS(=O)(=O)c3cccs3)cc2)CC1	0	803	i	27	-3%
18	COc1ccc(CCOC(=O)c2ccc(N)c([N+](=O)[O-])c2)cc1	-6	726	i	66	3%
19	CSc1ccccc1C(=O)N1CCC(CCC(=O)NC2CC2)CC1	1	746	i	17	-2%
20	COc1cc(C2NC(=O)NC(c3ccccc3)=C2C(C)=O)c(Br)cc1OCC(N)=O (stereo not drawn)	-5	774	i	39	1%

Next results follow.
entry	canonical_smiles	Hep lipid drop	Hep lipid drop cells 6.5 µM	T cell HTS	T cell HTS vesicle-bound %	Salmonella PhoP GFP
21	Cc1ccc(SCC(=O)NC2CCCCCC2)cc1	4	695	i	38	12%
22	COC(=O)c1ccc(CN2CCCC(CNC(=O)Cc3ccc(OC)cc3)C2)cc1 (stereo not drawn)	4	831	i	58	10%
23	CSc1ccccc1OCc1cc(C(=O)N2CCSCC2)no1	23	772	i	11	-4%
24	COc1ccc(N2CCN(c3nc4cc(C)ccc4cc3C=O)CC2)cc1	-4	756	i	16	-1%
25	CN1CCN(c2ccc(NC(=O)COc3cccc4ccccc34)cc2)CC1	-2	775	i	11	-1%
26	C=CCN(CC(=O)NC1CCCC1)C(=O)C(=O)Nc1ccc2c(c1)OCCO2	-3	783	i	62	0%
27	Cc1c(C(=O)N2CCCCC2)c(S(=O)(=O)Nc2cccc(Br)c2)c(C)n1C	-54	655	i	13	2%
28	CCC(CC)c1nnc(NC(=O)CCc2ccc(OC)cc2)s1	20	818	i	58	3%
29	CCCN(CCO)C1CCN(CCc2ccccc2)CC1	0	860	i	33	9%
30	O=C(COC(=O)CSc1ccc(F)cc1)NCC1CCCCC1	-2	851	i	7	6%
31	COc1cccc(C(=O)NC(=S)Nc2ccccc2N2CCOCC2)c1	3	811	i	20	2%
32	CCOc1c(CNCCCSc2nc(C)cc(C)n2)cccc1OC	-4	777	i	60	4%
33	O=C(NC1CCCC1)[C@@H]1CSC2c3ccccc3C(=O)N21 (stereo partly drawn)	-12	654	i	34	5%
34	O=S(=O)(Nc1ccc(N2CCOCC2)cc1)c1c(F)cc(F)cc1Br	9	845	i	52	-3%
35	O=C(NCCOc1ccc(F)cc1)C1CCC(=O)N(CCCN2CCCC2=O)C1 (stereo not drawn)	-7	712	i	33	3%
36	O=C(c1cc(N2CCOCC2)c(F)cc1[N+](=O)[O-])N1CCOCC1	-17	775	i	63	-3%
37	N#C/C(=C\c1ccc[nH]1)C(=O)Nc1ccccc1Cl	-17	624	i	69	-1%
38	COc1ccc(OC)c(/C=N/NC(=O)CC(=O)NC2CCCCC2)c1	16	771	i	26	6%
39	O=[N+]([O-])c1cccc(S(=O)(=O)N2CCCCC2)c1	-25	833	i	66	-3%
40	Cc1ncc([N+](=O)[O-])n1CC(=O)Nc1ccccc1F	-3	799	i	38	12%

5 consecutive entries already listed, for reference:
entry	canonical_smiles	Hep lipid drop	Hep lipid drop cells 6.5 µM	T cell HTS	T cell HTS vesicle-bound %	Salmonella PhoP GFP
21	Cc1ccc(SCC(=O)NC2CCCCCC2)cc1	4	695	i	38	12%
22	COC(=O)c1ccc(CN2CCCC(CNC(=O)Cc3ccc(OC)cc3)C2)cc1 (stereo not drawn)	4	831	i	58	10%
23	CSc1ccccc1OCc1cc(C(=O)N2CCSCC2)no1	23	772	i	11	-4%
24	COc1ccc(N2CCN(c3nc4cc(C)ccc4cc3C=O)CC2)cc1	-4	756	i	16	-1%
25	CN1CCN(c2ccc(NC(=O)COc3cccc4ccccc34)cc2)CC1	-2	775	i	11	-1%

(more compounds)
entry	canonical_smiles	Hep lipid drop	Hep lipid drop cells 6.5 µM	T cell HTS	T cell HTS vesicle-bound %	Salmonella PhoP GFP
41	Cn1c(CCN2CCCC2)nc2cc(NS(=O)(=O)c3ccccc3)ccc21	5	682	i	28	3%
42	COCCn1cnc2c1c(=O)n(Cc1ccc(C#N)cc1)c(=O)n2Cc1ccccc1	-3	820	i	27	-2%
43	Cc1coc2cc3oc(=O)c(CCC(=O)NCCN4CCOCC4)c(C)c3cc12	-10	850	i	26	-5%
44	Cc1ccc(CNC(=O)C2CCN(S(=O)(=O)c3cccs3)CC2)cc1	17	829	i	47	-12%
45	CCCCC(NC(=O)Cc1c(C)c2cc3c4c(oc3cc2oc1=O)CCCC4)C(=O)O (stereo not drawn)	14	831	i	9	-7%
46	Cn1cc(C(c2ccccc2OCC(=O)O)c2cn(C)c3ccccc23)c2ccccc21	-5	781	i	15	10%
47	CCC(C)(C)n1nnnc1C(c1ccc(OC)cc1)N1CCN(C(=O)c2ccco2)CC1 (stereo not drawn)	-7	787	i	41	2%
48	C=CCn1c(=O)c2c(nc3n2CCCN3CCc2ccccc2)n(C)c1=O	-36	732	i	10	9%
49	O=C(COc1cc([N+](=O)[O-])cc2cccnc12)NCCC1=CCCCC1	10	730	i	10	-3%
50	CC1CCN(S(=O)(=O)c2ccc3c(ccn3CC(=O)O)c2)CC1	31	743	i	12	-5%
51	O=C(NCCS(=O)(=O)c1ccc(Br)cc1)c1ccc(Cl)cc1Cl	-5	810	i	24	-4%
52	Cc1ccc(Cl)cc1N(CC(=O)NCc1ccccc1)S(C)(=O)=O	-5	851	i	35	-7%
53	O=C(CN(Cc1ccc(Br)cc1)S(=O)(=O)c1ccccc1)NCc1ccncc1	-8	726	i	6	-4%
54	Cc1ccc(S(=O)(=O)NNC(=O)Nc2ccc([N+](=O)[O-])cc2)c(C)c1	17	644	i	60	0%
55	COc1ccc(C(=O)N/C(=C\c2cn(C)c3ccccc23)C(=O)NCCCN2CCOCC2)cc1OC	-4	689	i	19	0%
56	O=C(Nc1ccccc1Cl)c1cccc(NC(=O)c2cccs2)c1	-26	695	i	63	2%
57	CC(NC(=O)Nc1ccc(Cl)cc1)c1ccccc1 (stereo not drawn)	-4	789	i	46	2%
58	Cc1cc(C)cc(NC(=S)N2CCN(C(=O)c3ccco3)CC2)c1	-8	780	i	46	-3%
59	CC(C)Oc1ccc(S(=O)(=O)N2CCOCC2)cc1NC(=O)c1ccc(N2CCCC2=O)cc1	2	828	i	7	4%
60	CNc1c(NS(=O)(=O)c2ccc(F)cc2)c(=O)oc2ccccc12	4	812	i	38	1%

Individual results from the entries so far:
Hep lipid drop, cpd 53 : -8
Hep lipid drop cells 6.5 µM, cpd 41 : 682
Salmonella PhoP GFP, cpd 42 : -2%
Salmonella PhoP GFP, cpd 44 : -12%

(continued)
entry	canonical_smiles	Hep lipid drop	Hep lipid drop cells 6.5 µM	T cell HTS	T cell HTS vesicle-bound %	Salmonella PhoP GFP
61	Cn1c(=O)c(=O)n(C)c2cc(N3CCOCC3)c(NS(=O)(=O)c3ccc([N+](=O)[O-])cc3)cc21	30	746	i	2	2%
62	Cc1ccc(N2C(=O)CCC(C(=O)O)C2c2cccs2)cc1 (stereo not drawn)	-10	761	i	25	-1%
63	CCc1nn(CCCC(=O)Nc2ccc(C)cc2C)c(=O)c2cc3occc3n12	-5	721	i	65	-7%
64	CCCc1nnc(NC(=O)C2CC(=O)N(C3CCCC3)C2)s1 (stereo not drawn)	10	726	i	13	7%
65	O=C(CCC(=O)N1CCN(c2ccccc2F)CC1)N1CCN(c2ccc(F)cc2)CC1	15	816	i	51	-4%
66	CCCCc1cc(=O)oc2cc(OCC(=O)N[C@@H](Cc3ccccc3)C(=O)O)ccc12	-12	756	i	24	-11%
67	CCc1ccc(CNC(=O)c2ccc(OC3CCN(C(C)=O)CC3)c(OC)c2)nc1	-5	703	i	62	-4%
68	O=C(Nc1nnc(S(=O)(=O)Cc2ccc(F)cc2)s1)c1ccccc1F	-6	767	i	13	-7%
69	O=C(CN1C(=O)S/C(=C\c2ccccc2F)C1=O)NCCCn1ccnc1	-2	573	i	32	4%
70	CCc1nc2ccc(C(=O)NCCc3ccc(OC)cc3)cc2nc1CC	-4	645	i	33	0%
71	O=S(=O)(Nc1ccccc1)c1cccc2nsnc12	-2	850	i	58	-1%
72	CC(C)(C)c1ccc(OCCC(=O)NCCc2ccc(S(N)(=O)=O)cc2)cc1	-30	726	i	6	-4%
73	CCOC(=O)C1=C(CN2CCN(C(=O)c3ccco3)CC2)NC(=O)NC1c1ccc(Cl)cc1 (stereo not drawn)	10	809	i	17	2%
74	Cc1cccc(N(CC(=O)NCc2ccco2)C(=O)CCC(=O)Nc2ccccn2)c1C	-22	724	i	36	-4%
75	NC(=O)c1ccc(NC(=O)CCN2C(=O)c3ccccc3C2=O)cc1	17	830	i	50	2%
76	Cc1cc(N2CCCCCC2)n2nc(C)c(-c3ccccc3)c2n1	9	805	i	32	0%
77	CN1CCc2c(sc(NC(=O)Cc3ccc(F)cc3)c2C(N)=O)C1	27	763	i	28	1%
78	COc1ccc(CN2CCN(CC3CC3)CC2CCO)c(C)c1C (stereo not drawn)	5	799	i	31	10%
79	CCC1Sc2ccc(S(=O)(=O)CCC(=O)Nc3ccc(OC(F)(F)F)cc3)cc2NC1=O (stereo not drawn)	11	725	i	14	5%
80	COc1ccc(CNc2ccc([N+](=O)[O-])cn2)cc1	0	844	i	9	-3%

Next results follow:
entry	canonical_smiles	Hep lipid drop	Hep lipid drop cells 6.5 µM	T cell HTS	T cell HTS vesicle-bound %	Salmonella PhoP GFP
81	COc1cccc(NC(=O)CCCCCN2C(=O)[C@@H]3Cc4ccccc4CN3C2=O)c1	1	697	i	10	-6%
82	Cc1cc(C(=O)Nc2sccc2C#N)c2ccccc2n1	1	761	i	27	13%
83	COc1ccc(S(=O)(=O)N(C)c2ccc(C(=O)Nc3ccccc3C(=O)N3CCOCC3)cc2)cc1	-8	618	i	63	1%
84	O=Nc1c(-c2c(O)[nH]c3cc(Br)ccc23)[nH]c2ccccc12	75*	822*	i	21	5%
85	CCC(Sc1nc(N)c(NC(=O)c2ccc(Br)o2)c(=O)[nH]1)C(=O)O (stereo not drawn)	11	687	i	60	-2%
86	CCOC(=O)N1CCN(CCc2ccccc2)CC1	-2	829	i	51	3%
87	COC(C(=O)Nc1ccnn1C1CCN(Cc2ccc(Cl)s2)CC1)c1ccccc1 (stereo not drawn)	-27	670	i	15	1%

In the list so far, these contain a cyano group:
entry	canonical_smiles	Hep lipid drop	Hep lipid drop cells 6.5 µM	T cell HTS	T cell HTS vesicle-bound %	Salmonella PhoP GFP
11	COc1cc(/C=C(\C#N)C(=O)Nc2ccccc2)ccc1OCCN1CCOCC1	-2	767	i	8	-5%
37	N#C/C(=C\c1ccc[nH]1)C(=O)Nc1ccccc1Cl	-17	624	i	69	-1%
42	COCCn1cnc2c1c(=O)n(Cc1ccc(C#N)cc1)c(=O)n2Cc1ccccc1	-3	820	i	27	-2%
82	Cc1cc(C(=O)Nc2sccc2C#N)c2ccccc2n1	1	761	i	27	13%
